# High-throughput results deposited in PubChem BioAssay by National Center for Advancing Translational Sciences (NCATS).
# Tau fluor cs: Counterscreen qHTS for Inhibitors of Tau Fibril Formation, Fluorescence Polarization; tau K18 P301L Alexa594 fluorescence, heparin fibrillization; 0.93% of 280,000 active; AID 1463, 2008; Potency, µM (top dose mostly 57.7 µM), without a hit: top-dose activity change, negative = decrease; further: potency means the concentration at half of the fitted maximal effect; on the % scale 0 is the no-effect control and ±100 the full control effect; nearly all actives have a fitted effect of over 55% in size
#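 Human tau K18 P301L (15 uM unlabeled, 0.24 uM Alexa 594-labeled) in 100 mM sodium acetate pH 7 with 20 uM heparin, 6 hr at 37 C. ThT 30 uM added, 1 hr ambient; Alexa 594 FP and total fluorescence read at 555/632 nm.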
# TR SRC2 fluor cs: Total Fluorescence Counterscreen for Inhibitors of the Interaction of Thyroid Hormone Receptor and Steroid Receptor Coregulator 2. TRb/SRC2 Texas Red total fluorescence interference. Potency, µM (doses to about 106 µM), without a hit: top-dose fluorescence change, negative = quenching. 0.29% of 280,000 active; active means well fitted curve in either direction with a large enough effect; inconclusive means small, poorly fitted or top-dose-only effect; further: potency means the concentration at half of the fitted maximal effect; on the % scale 0 is the no-effect control and ±100 the full control effect
#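 Human TRβ ligand-binding domain (0.6 uM) and Texas Red SRC2 peptide (20 nM) in Tris buffer with 1 uM T3 and 5% DMSO were incubated with pinned compound for 5 hr at ambient temperature. Total fluorescence was computed as S + 2P (555/632 nm).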
# TRb SRC2 PPI: qHTS for Inhibitors of the Interaction of Thyroid Hormone Receptor and Steroid Receptor Coregulator 2 | 0.065% of 280,000 active | Thyroid hormone receptor beta (Homo sapiens), P10828 | TRbeta-SRC2 peptide binding, fluorescence polarization; receptor liganded with 1 µM T3 | Potency, µM (doses to about 106 µM), inactives show at the highest dose activity change, negative = inhibition, actives largely listed as inhibitors;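 further: potency means the concentration at half of the fitted maximal effect; plate controls were bound peptide for no effect and peptide without receptor for full effect; nearly all actives have a fitted effect of over 50% in size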
# Target sequence (P10828 whole entry, looked up): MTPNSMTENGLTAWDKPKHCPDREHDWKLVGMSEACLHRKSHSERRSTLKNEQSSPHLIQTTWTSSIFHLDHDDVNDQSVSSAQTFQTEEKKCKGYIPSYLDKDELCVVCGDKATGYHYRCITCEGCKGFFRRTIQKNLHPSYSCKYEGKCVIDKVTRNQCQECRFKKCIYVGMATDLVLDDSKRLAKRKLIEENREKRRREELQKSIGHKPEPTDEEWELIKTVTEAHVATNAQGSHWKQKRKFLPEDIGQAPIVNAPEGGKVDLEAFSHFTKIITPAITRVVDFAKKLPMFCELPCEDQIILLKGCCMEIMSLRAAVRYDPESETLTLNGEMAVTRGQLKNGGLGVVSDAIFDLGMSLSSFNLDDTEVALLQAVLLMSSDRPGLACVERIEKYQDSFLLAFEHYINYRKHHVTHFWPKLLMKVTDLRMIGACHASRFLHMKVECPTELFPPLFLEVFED
#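 Polarization signal, normalized between peptide-alone and full complex controls, measured compound effects on T3-liganded human TRb LBD (0.6 uM) binding 20 nM Texas Red SRC2 peptide after 5 hr.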
# GLA spleen mod: qHTS Assay for Inhibitors and Activators of Human alpha-Galactosidase From Spleen Homogenate; Alpha-galactosidase A (Homo sapiens), P06280; Potency, µM (top dose mostly 80 µM), inactives show at the top dose activity change, negative = inhibition, actives largely listed as inhibitors; human spleen homogenate, 4MU-alpha-Gal fluorescence, 40 min; 0.008% of 240,000 active;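 further: potency means the concentration at half of the fitted maximal effect; 0% = enzyme with vehicle and -100% = no enzyme basal signal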
#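 qHTS titration in buffer at pH 5.0. Alpha-galactosidase activity in spleen homogenate was measured via 4-methylumbelliferone release from 1 mM fluorogenic substrate after 40 min at 37C and a pH 10 stop. AC50 came from Hill fits of control-normalized data.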
# NPSR antag: qHTS Assay for Antagonists of the Neuropeptide S Receptor: cAMP Signal Transduction; CHO-NPSR cells, cAMP TR-FRET, antagonist mode; Potency, µM (highest dose often 38.3 µM), for the others: at the top dose activity change, negative = inhibition, most hits filed as inhibitors; 1% of 220,000 active; AID 1461, 2008; further: potency means the concentration at half of the fitted maximal effect; on the % scale 0 is the no-effect control and ±100 the full control effect; nearly all actives have a fitted effect of over 50% in size; many of its hits are not listed in these tables
# CBFb RUNX1 block: qHTS Assay for Compounds Blocking the Interaction Between CBF-beta and RUNX1 for the Treatment of Acute Myeloid Leukemia. AlphaScreen CBFb-His/RUNX1-biotin binding, biochemical. Potency, µM (series often up to 59.8 µM), for the others: at the top dose activity, negative = inhibition, usual class: inhibitors. 230,000 tested, under 10 active; further: % of control where 0% means no effect
# Target sequence (Q01196 whole entry, looked up): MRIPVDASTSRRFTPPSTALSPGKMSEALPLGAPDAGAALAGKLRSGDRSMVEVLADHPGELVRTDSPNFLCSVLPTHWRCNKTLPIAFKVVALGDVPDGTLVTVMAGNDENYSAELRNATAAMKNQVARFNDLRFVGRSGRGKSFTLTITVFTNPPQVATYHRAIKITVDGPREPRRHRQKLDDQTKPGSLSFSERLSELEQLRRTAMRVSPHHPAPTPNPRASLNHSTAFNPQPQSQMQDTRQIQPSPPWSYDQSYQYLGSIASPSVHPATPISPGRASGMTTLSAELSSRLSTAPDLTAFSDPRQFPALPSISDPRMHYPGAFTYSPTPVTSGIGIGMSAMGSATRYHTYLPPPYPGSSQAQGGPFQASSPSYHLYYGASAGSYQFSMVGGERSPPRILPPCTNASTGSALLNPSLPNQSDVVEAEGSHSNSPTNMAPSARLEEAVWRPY
# Target sequence (Q13951 whole entry, looked up): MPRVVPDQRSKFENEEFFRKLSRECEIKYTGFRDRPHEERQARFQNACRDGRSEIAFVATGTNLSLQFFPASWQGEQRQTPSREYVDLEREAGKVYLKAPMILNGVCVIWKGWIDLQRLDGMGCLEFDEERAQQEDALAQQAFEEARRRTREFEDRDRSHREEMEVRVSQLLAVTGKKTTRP
#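 Inhibition was taken as any reduction in AlphaScreen signal from the CBF-beta–RUNX1 pair (His and biotin tags, 30 nM each), measured after compound (15 min) and bead (90 min) incubations at room temperature.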
# Epigenetic reg: Quantitative High-Throughput Screen for Regulators of Epigenetic Control; 0.2% of 280,000 active; murine LDR cells, GFP reporter derepression, 30 h; Potency, µM (highest dose often 53.9 µM), without a hit: at the highest dose GFP activation, actives largely listed as activators; further: potency means the concentration at half of the fitted maximal effect; % of control where 0% means no effect; nearly all actives have a fitted effect of over 60% in size
#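 Murine LDR cells bearing a silenced CMV-driven GFP reporter were exposed to compound for 30 h at 37 C. After PBS washes, GFP-positive cells (20-120 um objects) counted by laser-scanning microplate cytometry.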
# Tau fibril FP: qHTS for Inhibitors of Tau Fibril Formation, Fluorescence Polarization | Microtubule-associated protein tau (Homo sapiens), P10636 | K18 P301L tau heparin fibrillization, Alexa594 FP, 6 h | Potency, µM (titrated, usually from 57.7 µM), inactives show top-dose activity, negative = inhibition, hits mostly inhibitors | 0.39% of 280,000 active | AID 1468, 2008; further: potency means the concentration at half of the fitted maximal effect; on the % scale 0 is the no-effect control and ±100 the full control effect; nearly all actives have a fitted effect of over 55% in size
#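 Human tau K18 […] P301L fragment, 15 uM unlabeled plus 0.24 uM Alexa 594-labeled tau (final), with compound and 20 uM heparin in 100 mM sodium acetate pH 7; 6 hr at 37 C, then Alexa 594 FP read.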
# The depositor's hits bear a star; ? = inconclusive; . = no result given; [ ] = remark or other dose. Unless noted, the call rests on the fitted dose curve; in most records, active means well fitted curve in the direction sought with a large enough effect; inconclusive means small, poorly fitted or top-dose-only effect, or another doubt; inactive means no such curve, though single readings can be large; an effect the other way counts as inactive or inconclusive. This is a subset; count on the stated rates, not on these rows.
SMILES,Tau fluor cs,TR SRC2 fluor cs,TRb SRC2 PPI,GLA spleen mod,NPSR antag,CBFb RUNX1 block,Epigenetic reg,Tau fibril FP
CCOc1cc(C(c2c(C)[nH][nH]c2=O)c2c(C)[nH][nH]c2=O)ccc1OC(=O)c1cccc([N+](=O)[O-])c1,?,-2%,?,6%,-3%[46.1 µM],-13%,1.5%,-8%
O=C(c1cnccn1)N1CCc2c([nH]c3ccccc23)C1c1cccc(Cl)c1 (stereo not given),?,1%,-3%,-4%,54%,-9%,-1.4%,-9%
CC1(C)Cc2[nH]c(=S)c(C#N)cc2CO1,5%,1%,-3%,-1%,-17%[46.1 µM],3%,1.2%,-4%
CCc1cccc(C)c1NC(=O)C(C)Sc1nc2c(c(=O)[nH]1)CCCC2 (stereo not given),9%,-1%,-4%,.,.,.,-2.1%,-1%
Cc1ccc(Cn2c(CNC(=O)Cc3cccc([N+](=O)[O-])c3)nc3cccnc32)cc1,-16%,-15%,-1%,.,.,.,1.4%,12%
O=C(c1ccccc1)c1ccc(C(=O)N2CCN(c3ccc(F)cc3)CC2)o1,-14%,-6%,2%,11%,-23%[46.1 µM],-8%,-0.9%,11%
O=C(O)c1ccccc1-c1ccccc1C(=O)Nc1ccc2c(c1)[nH]c(=O)c1ccccc12,-16%,-2%,-6%,-26%,-4%,16%,-1.6%,-6%
Cc1cccc(N2CCN(CCCNC(=O)c3nnc(Cc4c(F)cccc4Cl)o3)CC2C)c1 (stereo not given),-17%,-3%,7%,.,.,.,0.9%,15%
Cc1cc([N+](=O)[O-])cc(C)c1OCC(=O)N/N=C/c1ccc(OC(=O)c2ccccc2)cc1,-21%,-1%,-12%,-1%,-4%,3%,-1.1%,9%
O=C(Nc1nc(-c2ccc([N+](=O)[O-])cc2)cs1)c1c(F)cccc1F,-2%,2%,-14%,1%,-24%,-3%,-4.3%,1%
CC1CCCC(NC(=O)COC(=O)COc2ccc(Cl)cc2)C1C (stereo not given),-9%,-2%,-3%,-5%,-6%[46.1 µM],-3%,-1.0%,2%
COc1cc(NC(=O)CC(c2ccc(C)cc2)N2Cc3ccccc3C2=O)cc(OC)c1 (stereo not given),?,0%,6%,.,.,.,3.2%,?
Cc1cccc2cc(/C=N/NC(=O)c3ccncc3)c(Cl)nc12,-4%,-2%,-3%,-5%,-6%,8%,-1.1%,-1%
COC(=O)c1cc(NC(=O)C23CCC(C)(C(=O)O2)C3(C)C)cc(C(=O)OC)c1 (stereo not given),4%,-1%,5%,-12%,-14%[46.1 µM],-1%,0.0%,6%
COC(=O)CC(=O)N1CCN(c2ccc(Cl)c(Cl)c2)CC1,-2%,-2%,-5%,-10%,19%,-4%,-1.3%,1%
O=[N+]([O-])c1ccc(Nc2ccc(F)cc2)nc1,-1%,-4%,7%,-1%,31%,-3%,1.6%,5%
Clc1ccc(-c2nnc3n2-c2ccccc2SC3)cc1,-17%,0%,2%,-9%,29%,1%,-0.6%,-6%
Cc1cc(C)c2cc(CN(Cc3ccco3)C(=O)NCc3ccccc3)c(=O)[nH]c2c1,-15%,-3%,7%,-1%,?,1%,-1.8%,-9%
CCOc1ccc(S(=O)(=O)N2CCN(c3cc(Cl)ccc3Cl)CC2)c2ccccc12,-19%,?,-2%,.,.,.,0.0%,?
N#CCCCN1C(=O)C(=C(C#N)C#N)c2ccccc21,?,2%,-1%,-4%,56%,1%,2.5%,?
O=C(O)CCc1ccc(-c2cccs2)n1NC(=O)c1ccc(Cl)cc1Cl,-7%,-1%,-2%,-5%,-15%[46.1 µM],6%,-0.3%,9%
COC(=O)c1ccc(CO/N=C2\CCCc3nonc32)cc1,-10%,-1%,2%,-10%,-12%,-8%,-1.2%,5%
Cn1c(=O)n(C)c2cc(S(=O)(=O)Nc3cc(Cl)ccc3O)ccc21,?,-1%,1%,-1%,5%,-3%,-6.3%,12%
C=CCNCCCOc1ccc(C(C)(C)c2ccccc2)cc1,-12%,-2%,-6%,-2%,14%,-1%,2.6%,-2%
O=C(COc1ccccc1)Nc1ccc(-c2nnc(-c3ccco3)o2)cc1,-2%,-3%,-18%,12%,-4%[46.1 µM],1%,0.6%,2%
SMILES,Tau fluor cs,TR SRC2 fluor cs,TRb SRC2 PPI,GLA spleen mod,NPSR antag,CBFb RUNX1 block,Epigenetic reg,Tau fibril FP
CCc1nnc(NC(=O)c2nc(SC)ncc2Cl)s1,-5%,10%,-9%,.,.,.,-1.9%,2%
COc1ccc(N2CCN(C(c3ccccc3OC)c3nnnn3Cc3ccco3)CC2)cc1 (stereo not given),-27%,0%,-5%,-18%,-29%[46.1 µM],-20%,-1.0%,11%
Cn1c(Cc2cccc3ccccc23)nnc1SCc1ccc([N+](=O)[O-])cc1,-11%,1%,-18%,-2%,-15%,-5%,0.0%,5%
O=C(/C=C/c1ccc(Cl)cc1)NCCc1ccccc1,-15%,-1%,2%,14%,-11%,6%,-0.6%,-7%
CCOc1ccc(-c2noc(=O)[nH]2)cc1,-4%,1%,0%,-2%,-5%[46.1 µM],2%,-1.1%,4%
O=C(N/N=C/c1ccc(Cl)cc1)C1CC12CCC2 (stereo not given),-8%,1%,-1%,1%,-11%,-6%,-1.4%,0%
Brc1cc(/C=N/n2cnnc2)oc1Br,1%,-3%,1%,2%,-15%,12%,-1.1%,7%
CCN(CC)S(=O)(=O)c1ccc(OC)c(NC(=O)C(C)Oc2ccc3c(C)cc(=O)oc3c2)c1 (stereo not given),-10%,2%,-1%,4%,5%,-3%,0.0%,-1%
Cc1ccc(OCC(=O)Nc2nnc(S(=O)(=O)N3c4ccccc4CC3C)s2)cc1 (stereo not given),-29%,7%,-6%,.,.,.,1.4%,5%
CNC(=O)C(=O)NCC1OCCN1S(=O)(=O)c1ccc([N+](=O)[O-])cc1 (stereo not given),-1%,0%,-7%,6%,15%,-5%,-3.0%,-1%
Nc1nnc(Sc2ncccc2[N+](=O)[O-])s1,-9%,-4%,0%,4%,21%,2%,-0.1%,2%
C/C=C/C(=O)C[C@H]1CC[C@@H](C)[C@@H](CCO)O1,-6%,-2%,-3%,1%,.,18%,-1.1%,-4%
O=C(NCc1ccc2c(c1)OCO2)C1(S(=O)(=O)c2ccccc2)CC1,-2%,0%,6%,8%,7%[46.1 µM],0%,3.5%,0%
Cc1ccc(Nc2cc(-n3nc(C)cc3C)ncn2)c(C)c1,-7%,-3%,-14%,3%,-21%[46.1 µM],-6%,-7.1%,4%
COc1ccc(S(=O)(=O)N2CCN(Cc3cccc(Cl)c3)CC2)cc1,-16%,3%,10%,5%,-3%[46.1 µM],3%,-1.9%,3%
CCc1cccc2sc(N3CCN(C(=O)c4cc5ccccc5cc4OC)CC3)nc12,-5%,-2%,-6%,.,.,.,2.1%,-11%
CCc1nc(SCC#N)c(C#N)cc1C,7%,2%,-4%,0%,-11%,-2%,-1.3%,5%
CCOC(=O)CCC(=O)N(CCN(C(=O)CCC(=O)OCC)c1ccccc1)c1ccccc1,18%,-1%[53 µM],-3%[53 µM],-5%,-3%,19%,-1.3%,9%
CC1(C)CC(=O)c2cc(-c3nc(-c4ccc(Cl)cc4)cs3)c(=O)[nH]c2C1,-17%,10%,-5%,.,.,.,0.9%,-3%
COc1cccc(C(=O)NCC2CCN(c3ccc(S(=O)(=O)N4CCOCC4)cc3)CC2)c1,-20%,-1%,-11%,-4%,-13%[7.67 µM],-10%,10%,-3%
CN1CCN(c2ccc([N+](=O)[O-])cc2NC(=O)c2ccccc2Cl)CC1,-5%,-9%,5%,-28%,-11%[46.1 µM],-17%,2.8%,6%
O=C(O)c1ccc2c(c1)NC(=O)C(N1CCCC1)S2 (stereo not given),-3%,-2%,-6%,-1%,?,-2%,-2.8%,7%
Cc1ccc(C)c(NC(=O)CSc2cn(CC(=O)N3CCCCC3)c3ccccc23)c1,-3%,-4%,-1%,.,.,.,3.9%,-2%
CCCCN(CC)CCNC(=O)CCNC(=O)Cn1ccc2ccccc2c1=O,3%,1%,-1%,-10%,13%,2%,-2.1%,-4%
CCN1CCN(c2cc3nc(C)n(Cc4ccccc4)c(=O)c3cc2NC(=O)c2ccccc2F)CC1,-11%,0%,-9%,-2%,-42%,1%,1.9%,-6%
SMILES,Tau fluor cs,TR SRC2 fluor cs,TRb SRC2 PPI,GLA spleen mod,NPSR antag,CBFb RUNX1 block,Epigenetic reg,Tau fibril FP
CCCCNC(=O)CCCCCn1c(=O)[nH]c2ccccc2c1=O,-5%,0%,-1%,.,.,.,-1.4%,-1%
CC(C)CCn1nnnc1C(c1ccccc1F)N1CCC(C(N)=O)CC1 (stereo not given),-6%,1%,-22%,12%,-9%[46.1 µM],0%,-1.0%,-1%
CN1CCN(CC(=O)Nc2ccc(Oc3ccccc3)cc2)CC1,0%,-2%,1%,6%,26%[46.1 µM],-2%,-3.2%,-9%
CCC(C)Oc1cccc(C(=O)Nc2ccccc2N2CCOCC2)c1 (stereo not given),-11%,-7%,7%,-2%,-26%[46.1 µM],?,2.2%,13%
Cc1cc(NC2CCCCC2)nc(NCc2ccccc2)n1,-20%,-1%,-6%,4%,8%,-13%,1.3%,-8%
COc1ccc(NC(=O)CN(c2ccc(C)cc2)S(=O)(=O)c2cccs2)cc1OC,-22%,-1%,4%,.,.,.,6.6%,-8%

# Given with two lines to a compound: part of the list above
# Each structure is followed by: Tau fluor cs	TR SRC2 fluor cs	TRb SRC2 PPI	GLA spleen mod	NPSR antag	CBFb RUNX1 block	Epigenetic reg	Tau fibril FP
CN1CCN(CC(=O)Nc2ccc(Oc3ccccc3)cc2)CC1
 : 0%	-2%	1%	6%	26%[46.1 µM]	-2%	-3.2%	-9%
CCC(C)Oc1cccc(C(=O)Nc2ccccc2N2CCOCC2)c1 (stereo not given)
 : -11%	-7%	7%	-2%	-26%[46.1 µM]	?	2.2%	13%
